KCNH2 3.1 block: blocks the human KCNH2 3.1 channel isoform. U2OS KCNH2 3.1, thallium flux FluxOr; active compounds read low. activity change, % (tested at about 1.8 µM). 340,000 tested, 0.95% active. AID 720553;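 active means maximum activity change below -70%; inconclusive means maximum activity change from -70% to -50%; inactive means maximum activity change above -50%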;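 further: thallium influx rate constant from kinetic fluorescence after stimulation buffer; on the % scale 0 is the no-effect control and ±100 the full control effect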
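Measured as rate of thallium-driven FluxOr signal in transduced U2OS cells carrying the 3.1 channel, read kinetically for 2 min upon stimulation; values are rate constants scaled to DMSO control wells.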
NPC1 promoter act: activates the NPC1 promoter; Huh7 NPC1 promoter luciferase reporter, 24 h; Potency, µM (series often up to 9.22 µM), inactives show top-dose activation, hits mostly activators; 320,000 tested, 2.4% active; AID 485313;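 further: potency means the concentration at half of the fitted maximal effect; % of control where 0% means no effect; nearly all actives have a fitted effect of over 60% in size; reporter is driven by a mutant NPC1 promoter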
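Luciferase expression driven by the NPC1 promoter was measured in stably transfected Huh7 cells after a 24 h compound incubation, using a luciferase reagent and a luminescence read.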
Rab9 prom act: activates the Rab9 promoter; Huh7 Rab9 promoter-luciferase reporter, luminescence, 24 h; Potency, µM (top dose mostly 9.22 µM), for the others: at the top dose activation, negative = inhibition, actives largely listed as activators; 320,000 tested, 2.8% active; AID 485297; further: potency means the concentration at half of the fitted maximal effect; % of control where 0% means no effect; nearly all actives have a fitted effect of over 60% in size
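Luciferase signal after 10 min detection reagent at ambient indicates Rab9 promoter upregulation; stably transfected Huh7 cells were treated 24 h with compound in DMSO at 37 °C, 5% CO2.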
Menin-MLL TR inh: menin-MLL binding inhibition, Texas Red mutant peptide; Menin + Texas Red MLL mutant peptide, fluorescence polarization; Potency, µM (titrated, usually from 61.6 µM), without a hit: top-dose FP activity change, negative = inhibition, actives largely listed as inhibitors; O00255; 270,000 tested, 0.23% active; active means well fitted inhibition curve with a large enough effect in the polarisation, with a control signal flat, not every such curve was filed as active; inconclusive means small, poorly fitted or top-dose-only effect, or effect the other way, or a change in a side signal; inactive means no such curve, though single readings can be large or run the other way; the % refers to the polarisation; further: potency means the concentration at half of the fitted maximal effect; % of control where 0% means no effect; many of its hits are not listed in these tables
FLuc modulator: firefly luciferase modulation, counter-screen for miR-21 project; purified FLuc, Km substrates, luminescence inhibition; Potency, µM (titrated, usually from 57.5 µM), for inactives: at the highest dose activity change, negative = inhibition, hits mostly inhibitors; 360,000 tested, 6.9% active; AID 588342;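 further: potency means the concentration at half of the fitted maximal effect; plate controls were vehicle for no effect and reference inhibitor for full effect; nearly all actives have a fitted effect of over 55% in size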
Target sequence (P08659 whole entry, looked up): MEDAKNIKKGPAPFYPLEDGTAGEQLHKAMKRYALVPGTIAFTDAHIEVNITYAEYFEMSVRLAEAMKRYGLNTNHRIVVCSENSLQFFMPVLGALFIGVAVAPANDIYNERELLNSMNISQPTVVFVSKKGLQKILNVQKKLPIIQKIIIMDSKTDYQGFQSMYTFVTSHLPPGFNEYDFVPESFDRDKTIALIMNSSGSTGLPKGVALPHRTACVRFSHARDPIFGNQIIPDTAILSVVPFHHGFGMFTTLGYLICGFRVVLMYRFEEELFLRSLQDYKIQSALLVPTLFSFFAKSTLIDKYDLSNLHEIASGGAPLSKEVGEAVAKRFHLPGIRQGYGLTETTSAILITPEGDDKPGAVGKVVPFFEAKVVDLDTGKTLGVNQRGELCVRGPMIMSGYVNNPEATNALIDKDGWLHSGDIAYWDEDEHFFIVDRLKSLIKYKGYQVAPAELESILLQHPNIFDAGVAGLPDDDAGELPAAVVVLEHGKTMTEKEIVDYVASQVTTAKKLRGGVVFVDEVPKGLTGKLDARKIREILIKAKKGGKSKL
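Biochemical qHTS of compounds, final roughly 60 µM downward over six points, against 10 nM purified firefly luciferase using Km concentrations of substrates (10 uM D-luciferin, 10 uM ATP) in Tris acetate pH 7.5 buffer; luminescence output.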
VP16 counter: Gal4-VP16 reporter inhibition counter-screen | Potency, µM (doses to about 53.6 µM), without a hit: at the highest dose activity, negative = inhibition, usual class: inhibitors | 310,000 tested, 3.5% active | Drosophila S2 Gal4-VP16 UAS-luciferase, luminescence, 20 h;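 further: Gal4-VP16 expression switched on by copper sulfate through the metallothionein promoter; potency means the concentration at half of the fitted maximal effect; on the % scale 0 is the no-effect control and ±100 the full control effect; nearly all actives have a fitted effect of over 50% in size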
MBNL1-CUG inh: inhibitors of human MBNL1 binding to CUG repeat RNA | 280,000 tested, 0.036% active | Potency, µM (titrated, usually from 57.5 µM), without a hit: top-dose activity change, negative = inhibition, usual class: inhibitors | Q9NR56 | TR-FRET MBNL1-His/biotin-(CUG)12 binding, 665/545 ratio; active means well fitted inhibition curve with a large enough effect in the signal ratio, with a control signal flat, not every such curve was filed as active; inconclusive means small, poorly fitted or top-dose-only effect, or effect the other way, or a change in a side signal; inactive means no such curve, though single readings can be large or run the other way; the % refers to the signal ratio; further: potency means the concentration at half of the fitted maximal effect; on the % scale 0 is the no-effect control and ±100 the full control effect
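Inhibition of protein-RNA binding appears as loss of TR-FRET between terbium anti-His antibody on MBNL1-His and streptavidin-XL665 on biotin-(CUG)12. Activity is normalized to buffer-only and uninhibited-complex controls.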
PKM2 act: PKM2 (human) enzyme activation; purified PKM2, Kinase-Glo ATP luminescence, activation; response scale: 0% is enzyme alone, no compound; Potency, µM (top dose mostly 57.5 µM), for the others: top-dose activation, actives largely listed as activators; 260,000 tested, 0.34% active; AID 1631; further: potency means the concentration at half of the fitted maximal effect; on the % scale 0 is the no-effect control and ±100 the full control effect; nearly all actives have a fitted effect of over 55% in size
Target sequence (P14618 whole entry, looked up): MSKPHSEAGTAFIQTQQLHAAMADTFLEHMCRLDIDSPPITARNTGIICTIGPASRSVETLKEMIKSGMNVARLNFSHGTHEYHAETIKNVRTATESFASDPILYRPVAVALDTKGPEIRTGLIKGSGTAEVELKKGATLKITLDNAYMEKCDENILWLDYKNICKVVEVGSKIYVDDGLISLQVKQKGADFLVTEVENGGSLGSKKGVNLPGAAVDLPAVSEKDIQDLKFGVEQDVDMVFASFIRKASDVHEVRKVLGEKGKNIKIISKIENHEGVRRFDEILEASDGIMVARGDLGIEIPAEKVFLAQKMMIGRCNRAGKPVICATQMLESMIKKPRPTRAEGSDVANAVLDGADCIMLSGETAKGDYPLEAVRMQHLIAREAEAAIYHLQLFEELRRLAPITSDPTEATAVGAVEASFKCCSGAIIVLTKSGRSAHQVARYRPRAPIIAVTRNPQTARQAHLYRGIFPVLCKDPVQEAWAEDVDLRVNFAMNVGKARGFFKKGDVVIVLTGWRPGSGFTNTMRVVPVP
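hPK-M2, >95% pure; 0.1 mM ADP / 0.5 mM PEP final; imidazole pH7.2 buffer w/ 7 mM MgCl2, 50 mM KCl; 1 h RT; Kinase-Glo lum. Intermediate enzyme activity for dual inhibitor/activator qHTS.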
ELG1 repair inh: blocks ELG1-dependent DNA repair in HEK293T cells; HEK293T ELG1-luciferase reporter, luminescence, 16 h; DNA damage induced by 5-fluorouridine; Potency, µM (titrated, usually from 46.1 µM), for the others: at the highest dose activity change, negative = inhibition, actives largely listed as inhibitors; 330,000 tested, 2.3% active; further: potency means the concentration at half of the fitted maximal effect; on the % scale 0 is the no-effect control and ±100 the full control effect; nearly all actives have a fitted effect of over 55% in size
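5-Fluorouridine DNA damage + compound/DMSO, 2,000 cells/well, 16 h, 37 °C/5% CO2. ONE-Glo, 30 min RT, luminescence. Readout = decrease in reporter signal.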
RORgamma inh: ROR gamma (mouse) transcription inhibition; Drosophila S2 Gal4-RORgamma UAS-luciferase reporter, 20 h; Potency, µM (series often up to 53.6 µM), for the others: top-dose activity change, negative = inhibition, most hits filed as inhibitors; 310,000 tested, 5.4% active; AID 2551; further: potency means the concentration at half of the fitted maximal effect; on the % scale 0 is the no-effect control and ±100 the full control effect; nearly all actives have a fitted effect of over 60% in size
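Schneider cells (Drosophila), stable Gal4 DBD–ROR gamma + UAS-luc; 1 hr cmpd preincubation; Cu2+ induction 700 uM final; 20 hr ambient; luminescence.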
Mito fusion act: blocks mitochondrial division or promotes mitochondrial fusion. S. cerevisiae fusion-defective mutant growth rescue, CellTiterGlo 48 h. Potency, µM (doses to about 46.1 µM), for inactives: at the top dose growth rescue (activation), hits mostly activators. 320,000 tested, 0.23% active. AID 485298;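 further: potency means the concentration at half of the fitted maximal effect; % of control where 0% means no effect; nearly all actives have a fitted effect of over 45% in size; temperature-sensitive fusion mutants such as fzo1-1 at 37 °C on non-fermentable ethanol glycerol medium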
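Temperature-sensitive fusion-defective S. cerevisiae (e.g. fzo1-1, mgm1-5) were grown with compound in YPEG medium (3% ethanol, 3% glycerol) for 48 hours at 37C. Growth rescue was measured as viability by CellTiterGlo luminescence after 10 minutes at ambient.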
* hit, by the source's call; ? = inconclusive; . = not tested or not shown; & = joins results of further samples; [ ] = another dose, or the depositor's remark. Unless noted, the call rests on the fitted dose curve; in most records, active means well fitted curve in the direction sought with a large enough effect; inconclusive means small, poorly fitted or top-dose-only effect, or another doubt; inactive means no such curve, though single readings can be large; an effect the other way counts as inactive or inconclusive. A portion of the library; the hit share may differ from the screen's.

SMILES | KCNH2 3.1 block | NPC1 promoter act | Rab9 prom act | Menin-MLL TR inh | FLuc modulator | VP16 counter | MBNL1-CUG inh | PKM2 act | ELG1 repair inh | RORgamma inh | Mito fusion act
COCCNc1ccc(-c2n[nH]c(=O)c3ccccc23)cc1[N+](=O)[O-] | -1.5 | 0.1% | -7.1% | 12.6% | 2.8% | -1.0% | ? | . | -3.7% | -3.4% | 1.6%
CC(C)c1c(O)nc(SCCOc2ccc(Cl)cc2)[nH]c1=O | 12.9 | 1.9% | -2.5% | . | 4.8% | -15.5% | -10.9% | -0.8% | -6.1% | 43.0% | 4.5%
O=C(CCCN1C(=O)S/C(=C\c2ccccc2)C1=O)NNC(=O)c1ccccc1O | 6.9 | -22.8% | -33.3%[inhibitor] | -3.6% | ? | 2.51µM* | -1.7% | 3.7% | ? | 0.447µM* | -6.9%
CCN1CCN(c2ncnc3c2cnn3-c2ccccc2)CC1 | -2.2 | ? | 29.3% | -4.6% | 23.9µM* | 10.5% | -13.7% | 2.0% | ? | 22.2% | 1.3%
COc1ccc(/C=C(\C#N)C(=O)c2cccn2C)cc1 | 7.9 | -0.1% | -1.9% | -2.7% | 1.51µM* | 9.5% | 11.0% | . | 12.7% | ? | 4.7%
O=S(=O)(Nc1cc(S(=O)(=O)N2CCOCC2)ccc1N1CCOCC1)c1ccc2c(c1)OCCO2 | -4.1 | -0.6% | -0.1% | -2.9% | 2.1% | -5.1% | -6.1% | 11.2% | -6.7% | 8.6% | 5.7%
O=C(Nc1cccc2cccc(NC(=O)c3ccco3)c12)c1ccco1 | 0.1 | -2.1% | 9.5% | ? | 0.6%[2.3 µM] | 0.4% | 3.3% | -2.1% | 0.9% | 7.0% | -0.8%
NS(=O)(=O)c1ccc(CCNC(=O)C2CCN(c3ncnc4c3nc3n4CCCCC3)CC2)cc1 | 17.4 | 3.4% | 0.1% | -0.8% | -5.3%&1.2% | 4.6% | 2.4% | . | -25.1% | -3.1% | -2.6%
Cc1nn(-c2cc(C(F)(F)F)ccn2)c(=O)o1 | 3.7 | -2.1% | -8.0% | . | 3.0% | -4.4% | -3.3% | 2.7% | -8.4% | -10.0% | -1.3%
COCC(C)NCc1cccc(C)c1 (stereo unspecified) | -2.9 | -4.6% | -9.7% | -8.5% | -1.4% | 0.3% | -3.1% | 4.3% | 10.7% | 1.2% | -0.6%
COC1CCCN(C(=O)c2ccc3nc(Cc4cccc(Cl)c4)oc3c2)C1 (stereo unspecified) | 9.0 | 24.5% | ? | . | 3.5% | 10.8% | 3.2% | ? | -2.5% | 19.8% | 1.0%
CCOc1ccc(C(=O)C2CCN(C(=O)c3ccc([N+](=O)[O-])cc3)CC2)cc1 | ? | -9.9% | -16.4% | -0.4% | -4.2% | ? | ? | 7.6% | ? | ? | 7.1%
O=C(CN1CCSCC1)N/N=C/c1ccccc1F | -1.4 | -2.6% | -2.4% | 0.4% | 1.9% | -0.6% | -2.4% | 2.8% | 9.2% | 14.6% | -1.6%
CC[C@@H]1[C@H]2CCCC(=O)N3CC[C@@H](C[C@@H]1OC(=O)NCc1ccccc1)[C@@H]23 | 8.9 | -0.5% | -2.7% | -26.1% | -1.5% | 11.5% | 1.4% | -7.6% | 9.1% | 24.7% | 2.3%
O=C(CSc1nnc(-c2ccccc2F)o1)OCc1ccccc1 | 4.3 | -0.8% | -9.8% | 0.4% | -8.7% | 10.8% | -2.3% | -0.1% | 10.5% | ? | 0.4%
CN(c1ccc(OCC(=O)NC2CCCC2)cc1)S(=O)(=O)c1cccs1 | -9.8 | -1.1% | 3.1% | -0.9% | 1.8% | 2.1% | -18.0% | 0.1% | -19.1% | ? | 2.2%
O=S(=O)(Nc1nc2ccccc2s1)c1cc(F)ccc1F | -3.1 | -1.0% | 4.5% | . | -2.5% | 6.8% | 2.2% | -2.0% | -7.7% | 38.2% | 2.3%
Cc1ccc(Nc2cccccc2=O)cc1 | 8.5 | ? | 3.55µM* | -1.0% | 15.1µM* | 11.8% | ? | -6.1% | ? | ? | 6.1%
COc1ccc(CC(=O)Oc2ccc(C)cc2Br)cc1OC | 4.4 | -6.6% | -1.5% | . | ? | -13.9% | 15.8µM* | -16.2% | 4.6% | ? | -3.5%
CN1CCc2c(sc3nc(SCC(N)=O)n(-c4ccc(Cl)cc4)c(=O)c23)C1 | 12.7 | 0.9% | -2.5% | ? | 0.3% | 0.1% | ? | . | ? | 9.5% | 21.5%
CCOC(=O)c1cccc(NC(=O)CSc2nc3cccnc3n2C)c1 | 11.2 | -12.2% | -23.5% | 8.7% | -13.3% | -27.4% | 4.4% | 3.6% | 18.4µM* | ? | 4.1%
COC(=O)C(=O)Nc1nnc(COc2ccccc2)s1 | 6.8 | 0.8% | -6.4% | 24.8% | -8.7% | -8.2% | 7.2% | -2.4% | -1.3% | -23.0% | -0.5%
COc1ccc(CNC(=O)C2CC(c3cccc(OC)c3)=NO2)cc1 (stereo unspecified) | -3.4 | -8.9% | 11.4% | 1.8% | -16.8% | -13.1% | -10.9% | -3.7% | . | ? | 1.6%
O=C(c1ccccc1Cl)N(Cc1ccc(Br)cc1)N1C(=O)CCCC1=O | -0.4 | -1.7% | -1.0% | -5.5% | 0.9% | 4.7% | -20.5% | -1.8% | 0.8% | 5.0% | 7.8%
Cc1nn(C(=O)c2cccc([N+](=O)[O-])c2)c(C)c1Cl | -5.5 | -7.5% | -0.3% | ? | -2.2% | -6.0% | ? | . | -10.7% | -13.4% | -9.9%
Carrying on.
SMILES | KCNH2 3.1 block | NPC1 promoter act | Rab9 prom act | Menin-MLL TR inh | FLuc modulator | VP16 counter | MBNL1-CUG inh | PKM2 act | ELG1 repair inh | RORgamma inh | Mito fusion act
O=C(Nc1ccccc1-c1nnn(CC(=O)N2CCN(c3ccccc3)CC2)n1)c1cccs1 | 2.6 | -2.9% | -7.9% | ? | -1.5% | -1.6% | 13.8% | 10.6% | 23.1µM* | -5.3% | 5.9%
COc1ccc(/C=N\NC(=O)c2cc(O)c(O)c(O)c2)cc1CN1CCN(c2ccc(F)cc2)CC1 | -13.0 | -2.1% | -2.7% | ? | -14.8% | -3.4% | ? | 7.1% | -10.8% | -12.5% | 6.3%
COC(=O)c1ccc(NC(=O)CSc2nc(C)cc(=O)[nH]2)cc1 | -5.5 | -3.4% | -2.6% | 0.7% | -16.0% | -8.9% | -16.7% | 4.4% | 3.0% | 2.8% | 2.8%
Cc1cc(C(=O)NC(Cc2c[nH]c3ccccc23)C(=O)O)c(C)o1 (stereo unspecified) | 11.1 | -3.7% | -3.6% | 1.2% | -11.3% | -11.4% | -4.7% | -1.2% | -9.1% | 8.1% | -2.4%
CN(c1nc2nonc2nc1NC1CC1)C1CCOC1 (stereo unspecified) | -5.7 | -4.6% | -1.3% | -25.3% | -19.8% | -5.7% | -13.3% | 6.0% | ? | 43.1% | 12.6%
O=C(O)CN1C(=O)C2C3C=CC(C3)C2C1=O (stereo unspecified) | 14.7 | 1.4% | -2.4% | -10.9% | 7.1% | 0.0% | -5.8% | 1.4% | ? | 20.7% | -7.9%
CCCN1C(=O)C(O)(C2CC(=O)CC(C)(C)O2)c2ccccc21 (stereo unspecified) | -12.1 | -1.2% | 2.2% | 3.8% | 5.0% | -12.7% | 8.4% | -3.3% | 13.5% | -10.7% | -2.4%
O=C(CNCC1CCCO1)N1CCCc2ccccc21 (stereo unspecified) | 2.7 | -2.1% | -2.3% | 9.5% | -1.6% | 5.6% | -7.8% | -7.1% | 1.4% | 0.0% | -1.6%
O=C(CSc1n[nH]c(-c2cccs2)n1)NCc1ccc2c(c1)OCO2 | -8.4 | -0.9% | -3.9% | -0.4% | -11.5% | 3.0% | -4.2% | 2.3% | 2.5% | 7.7% | 0.8%
CC(C)Cc1nc(N2CCOCC2)c(C#N)c2c1COC(C)(C)C2 | -39.6 | 1.3% | 2.0% | -7.6% | -0.9% | -4.4% | -12.8% | 3.5% | -19.3% | -1.5% | 1.7%
Oc1ccccc1C(=S)N1CCCCCC1 | 1.5 | 1.3% | -0.2% | ? | 1.6% | 5.5% | -1.7% | 8.4% | -2.1% | ? | 0.6%
OCCCNCc1ccc(-c2ccccc2)cc1 | -18.5 | -3.0% | 20.6% | -2.8% | -3.0% | -18.5%[10 µM] | -8.1% | 0.4% | 10.9% | 5.3% | -5.3%
Cc1cccc(NC(=S)N(CCN(C)C)C(C)c2cccnc2)c1 (stereo unspecified) | 20.2 | -5.6% | -14.5% | 2.6% | -1.6% | -7.8%[10 µM] | 1.6% | -2.5% | -3.7% | -35.3% | 10.8%
CCOC(=O)C(NC(=O)c1ccccc1)(Nc1nnc(C)s1)C(F)(F)F (stereo unspecified) | 8.3 | 0.1% | 0.3% | 4.4% | 1.4% | -3.1% | 0.6% | 3.4% | 2.8% | ? | -1.0%

Screening data: PubChem, National Center for Advancing Translational Sciences (NCATS)
